# AddAB inh – growth inhibition of E. coli expressing H. pylori AddAB, primary screen, AddAB inhibitor project, absorbance; inhibition, % at 11.9 µM; 330,000 tested, 0.29% active; in the data active = inhibition above about 12%;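 also: 0% = vehicle wells of infected cells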
# CAL PDZ FP-1 – CAL PDZ peptide-binding inhibitors, primary screen, biochemical, fluorescence polarization, Cer-tagged CAL PDZ, HTS. Golgi-associated PDZ and coiled-coil motif-containing protein (Homo sapiens), Q9HD26. purified CAL PDZ, TMR-peptide fluorescence polarization, 1 h. inhibition, % at 20 µM. 330,000 tested, 0.02% active. AID 504414, 2011;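 active = highest replicate inhibition of at least 40%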;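 also: plate controls were DMSO neutral control wells for no effect and unlabeled competitor peptide control wells for full effect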
#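 material = purified tagged CAL PDZ domain construct (CerCALP) | buffer or medium = sodium phosphate/NaCl buffer pH 7.4 with TCEP, IgG, Thesit | reagent = TMR-labelled reporter peptide T*-PRC34 bound in PDZ groove | incubation = 1 h room-temperature incubation prior to read | measured by = fluorescence polarization (mP) | evaluation = percent inhibition from loss of millipolarization | control set = unlabelled peptide and DMSO controls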
# phage Ecoli inh – growth loss of phage-infected E. coli, primary screen, RecBCD inhibitor project, absorbance, with phage, HTS. inhibition, % at 11.9 µM. 360,000 tested, 0.26% active. AID 651602, 2012; in the data active = inhibition above about 11%
# SR-BI DiI inh – inhibitors of SR-BI mediated HDL lipid uptake, primary screen, ldlA[mSR-BI] cells, fluorescence, single point. Scavenger receptor class B member 1 (Mus musculus), Q61009. ldlA[mSR-BI] CHO cells, DiI-HDL uptake fluorescence, 3 h. AID 488896, 2010. inhibition, % at 12.5 µM. 320,000 tested, 0.96% active;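 active = mean replicate inhibition of at least 70% and a set share of replicates each scoring 70 or more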;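 also: 0% = median of neutral control wells and 100% = median of positive control wells; values of inactives mirror those of a sister screen read the other way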
# Target sequence (Q61009 whole entry, looked up): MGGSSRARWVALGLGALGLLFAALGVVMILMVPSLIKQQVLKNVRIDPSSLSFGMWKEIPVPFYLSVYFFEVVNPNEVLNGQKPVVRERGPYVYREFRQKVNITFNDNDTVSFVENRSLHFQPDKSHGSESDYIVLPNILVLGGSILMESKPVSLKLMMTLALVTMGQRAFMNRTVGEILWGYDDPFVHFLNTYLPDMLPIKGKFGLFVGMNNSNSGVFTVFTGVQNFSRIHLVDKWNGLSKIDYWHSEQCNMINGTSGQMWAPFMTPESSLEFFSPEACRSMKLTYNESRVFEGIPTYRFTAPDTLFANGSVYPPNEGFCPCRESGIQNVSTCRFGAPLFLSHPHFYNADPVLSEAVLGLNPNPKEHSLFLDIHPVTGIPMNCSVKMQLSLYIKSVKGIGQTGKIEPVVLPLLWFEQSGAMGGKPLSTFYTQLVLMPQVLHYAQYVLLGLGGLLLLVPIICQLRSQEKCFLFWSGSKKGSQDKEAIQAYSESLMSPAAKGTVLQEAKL
# Wnt act – Wnt/beta-catenin pathway activators, primary screen, cell-based, plate reader, single point | Wnt/beta-catenin reporter cell assay, activator | activation, % at 9.35 µM | 300,000 tested, 1.2% active | AID 743398, 2014; in the data active = activation above about 30%, passing the limit was not always enough;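 also: 0% = neutral control wells and 100% = positive control wells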
# MITF act – activators of MITF-driven TRPM1 promoter reporter, primary screen, cell-based, SK-MEL-5, luciferase, single point; activation, % at 12.5 µM; 300,000 tested, 0.75% active; AID 588334, 2011; SK-MEL-5 TRPM1-promoter luciferase, 24 h; % of positive control, neutral wells = 0;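 active = mean activation of at least 80% with every replicate also reaching 80%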;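 also: 0% = neutral control wells and 100% = parthenolide positive control wells; values of inactives mirror those of a sister screen read the other way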
# CAL PDZ FP-2 – untagged CAL PDZ binding inhibitors, primary screen, biochemical, fluorescence polarization, HTS; purified CAL PDZ, TMR-peptide fluorescence polarization, 1 h; inhibition, % at 24.9 µM; 300,000 tested, 0.92% active; AID 602252, 2012;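 active = mean inhibition of at least 30% with at least half of replicates also reaching 30%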;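 also: 0% = DMSO neutral control and 100% = excess unlabeled competitor peptide PRC23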
# SR-BI DiI-HDL act – activators of SR-BI mediated DiI-HDL uptake, primary screen, ldlA[mSR-BI] CHO cells, DiI fluorescence; 3 h; 100 = double the neutral-control signal; activation, % at 12.5 µM; 320,000 tested, 0.096% active; AID 504775, 2011;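 active = mean replicate activation of at least 60% and every replicate at or above 60%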;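 also: 0% = median plate neutral-control signal and 100% = twice that signal; values of inactives mirror those of a sister screen read the other way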
#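 Assay system: CHO ldlA[mSR-BI] cells, LDL receptor-null, SR-BI overexpressing; medium: Ham's F12 with 0.5% BSA, HEPES 25 mM, pH 7.4; also added: DiI-HDL 10 µg/mL; timing: 3 h uptake period with compound, 37 °C; signal: DiI fluorescence, bottom read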
# Ecoli viability – E. coli V3065 growth inhibition, primary screen, counter-screen for AddAB inhibitor project, absorbance, OD600. 18 h. inhibition, % at 11.9 µM. 330,000 tested, 0.27% active. AID 449728, 2010;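 active = inhibition above the campaign's mean inhibition across all tested compounds plus 3 SD, cut at about 9.9% in these data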;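 also: uninfected addAB+ strain grown without phage in ampicillin broth; 0% = DMSO wells and 100% = ciprofloxacin 0.95 µg/ml wells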
# Tat export inh – E. coli Tat export inhibitors, primary screen, MC4100, TorA-mCherry reporter, fluorescence, single point | AID 488895, 2010 | 340,000 tested, 0.036% active | inhibition, % at 10 µM;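 active = mean replicate inhibition at least 50% and at least half of replicates individually reaching 50%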;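 also: exported cargo escapes ClpAP degradation while cytoplasmic cargo is degraded and loses fluorescence; 0% = median of neutral control wells and 100% = median of NaSCN control wells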
# * marks the source's active call; other numbers are inactive results; nt = not tested or not shown.
SMILES,AddAB inh,CAL PDZ FP-1,phage Ecoli inh,SR-BI DiI inh,Wnt act,MITF act,CAL PDZ FP-2,SR-BI DiI-HDL act,Ecoli viability,Tat export inh
COc1ccccc1NC(=O)C1CCN(S(=O)(=O)c2ccc3c(c2)CC(C)N3C(C)=O)CC1 (centres undefined),3.2,-2.1,0.4,22,0,4,0,-22,-2.9,1
CCOC(=O)c1c[nH]c(=S)n(-c2ccccc2)c1=O,1.7,-0.8,2.6,-17,1,0,-2,17,1.0,5
COc1ccc(CNC(=O)COc2ccc(S(=O)(=O)N3CCCCC3)cc2Cl)cc1,-2.1,-0.2,-1.9,37,0,4,-2,-37,-1.9,14
O=C(Cc1ccccc1)N1CCC(c2ccccc2)C1 (centres undefined),1.0,-0.6,-1.2,-14,1,45,-5,14,-0.1,0
O=C(NCCn1cccn1)C1CCC(=O)N(CCc2ccc(Cl)cc2)C1 (centres undefined),1.6,0.0,2.9,-1,-2,-3,4,1,-2.7,11
CCC(CO)Oc1cc(NCc2ccc(O)cc2)c2ncn(C(C)C)c2c1 (centres undefined),1.2,-0.1,1.8,-6,-1,11,1,6,2.1,5
C/C(=C\C(=O)c1ccc(C)cc1)NCc1ccc(F)cc1,0.3,-1.4,1.8,-12,2,3,-1,12,-2.5,5
CSc1nnc(-c2ccccc2N=Cc2c(C)[nH]n(-c3ccc4ccccc4c3)c2=O)c(=O)[nH]1,4.2,-0.5,3.2,-5,nt,14,7,5,0.0,5
O=C(CSC(=S)N1CCSCC1)c1ccc(Cl)cc1,0.5,-1.9,1.3,23,6,82*,-2,-23,1.0,3
CCOC(=O)c1cc(NC(=O)c2ccccc2)c(=O)oc1C(F)(F)F,nt,-1.5,4.0,-16,-2,-8,2,16,nt,-6
O=C(c1ccc2c(=O)n3c(nc2c1)CCCCC3)N1CCN(c2ccccc2)CC1,2.6,1.2,1.5,-1,-1,-6,1,1,0.2,-13
Cc1ccc(N2CCN(C(=O)c3ccccc3)CC2)c(C)c1,0.3,-4.6,1.4,-6,-1,-2,-6,6,2.0,1
Cn1c(=O)c2c(nc(NN=C3CCCC3)n2C)n(C)c1=O,-0.4,-0.5,-0.5,1,-2,nt,-2,-1,0.7,16
CC1C(=O)N2CCCc3cc(S(=O)(=O)N4CCN(c5cccc(Cl)c5)CC4)cc1c32 (centres undefined),-0.2,-2.0,6.7,19,-6,2,-4,-19,1.8,1
CC(O)C(O)C(O)C(O)C1NCCS1 (centres undefined),1.9,0.7,2.6,-10,-1,-22,-2,10,-2.6,1
O=C(Nc1ncccc1O)c1ccc(S(=O)(=O)Nc2ccccc2)cc1,0.7,-2.9,5.4,-12,-2,-19,-11,12,0.1,-1
Brc1ccc(OCc2nc3ccccc3[nH]2)cc1,1.3,-0.6,0.6,-21,36*,100*,-2,21,1.6,1
COc1cc(C(=O)N2CCN(S(=O)(=O)c3ccc(F)cc3)CC2)cc(OC)c1OC,4.4,-2.6,1.6,0,nt,nt,-2,0,1.9,5
O=C(/C=C\NCC(=O)c1ccccc1)c1ccc(F)cc1,0.0,nt,nt,-17,-1,28,7,17,-1.2,0
Cc1cc(C)cc(C(=O)N(CCc2ccccc2)C2CC3CCC(C2)N3C)c1 (centres undefined),1.1,nt,0.9,-12,0,0,-5,12,-0.6,0
Cc1ccc(S(=O)(=O)NC(CC(C)C)C(=O)NCC(C)(C)N2CCOCC2)cc1 (centres undefined),0.0,-1.2,3.2,-33,3,-5,-1,33,2.3,-3
CCN(CC)S(=O)(=O)c1ccc(NS(=O)(=O)CC23CCC(CC2=O)C3(C)C)cc1 (centres undefined),3.8,-0.6,0.3,0,-6,-3,0,0,0.8,-5
CCN(c1ccccc1)S(=O)(=O)c1ccc(Oc2ccccc2C(C)=O)nc1,-1.3,0.2,3.0,-21,-5,-4,3,21,-1.1,7
COc1ccc(C(=O)NC(=S)Nc2ccc(NC(=O)c3ccco3)cc2)cc1[N+](=O)[O-],1.1,-1.9,1.4,1,nt,-4,-1,-1,-0.4,-4
COc1ccc(S(=O)(=O)Nc2cccc(S(=O)(=O)N3CCCCC3)c2)cc1,0.2,-0.8,1.5,32,-2,1,-8,-32,0.3,0
O=C(Nc1cccc2c1CCCC2)c1cccc(F)c1,0.9,-1.1,1.3,3,-1,nt,-15,-3,-0.1,-11
COc1cc2c(cc1OC)-c1cc(OCCN3CCOCC3)nc(=O)n1CC2,-0.5,0.3,3.5,-6,nt,14,-2,6,-0.7,-12
CSCCC(NS(=O)(=O)c1ccccc1F)C(=O)NNC(=O)c1csc(N2CCOCC2)n1 (centres undefined),-1.9,-0.5,6.2,9,4,1,nt,-9,0.3,2
Clc1ccc2[nH]c3c(NCCCN4CCOCC4)ncnc3c2c1,2.5,1.3,2.2,-2,nt,27,-4,2,-0.6,4
O=C(CNc1cccc(Cl)c1)c1ccc(Br)cc1,5.2,-0.7,4.2,2,4,nt,4,-2,0.7,1
CCOC(=O)N1CCN(S(=O)(=O)c2ccc3[nH]cc(C(=O)O)c(=O)c3c2)CC1,1.8,-0.1,-0.2,-12,-1,9,2,12,-0.3,-2
CCCn1nnnc1SCC(=O)N1CCOCC1,-0.8,nt,3.0,-26,-1,-7,-4,26,-2.7,10
Cc1c(C(=O)N2CCCC2)sc(NC(=O)c2cccc(Cl)c2)c1C#N,2.7,-2.7,1.8,-2,nt,-6,-1,2,1.2,0
Cc1ccc(CN2CCS(=O)(=O)CC2)cc1,1.1,-0.4,0.1,-7,nt,-12,-5,7,1.6,-1
CC(C)NC1CCC(Nc2ccnc3cc(Cl)ccc23)CC1 (centres undefined),nt,-1.0,3.0,-12,-9,-24,-5,12,nt,-3
COCCN1CCn2c(nc3cc(NC(=O)c4cccs4)ccc32)C1,1.8,-0.3,-1.2,1,nt,14,-3,-1,-0.3,-4
CCCC(=O)Nc1ccccc1NC(=O)c1ccc(OCC)cc1,-2.7,-2.6,4.1,13,2,-2,3,-13,-0.2,-3
CC(NS(=O)(=O)c1ccc(NC(=O)N2CCCCC2)cc1)c1ccccc1 (centres undefined),0.2,-1.5,1.7,-15,1,3,-1,15,-2.4,3
CC(C)(C)c1ccc(C(=O)CC(Sc2ccc(Cl)cc2)C(=O)O)cc1 (centres undefined),-1.0,-1.5,4.8,-12,0,-7,3,12,-2.6,12
COc1cc(/C=C2\SC(=O)N(CCNC(=O)c3sc4cc(F)ccc4c3Cl)C2=O)cc(OC)c1OC,0.1,-0.2,1.2,nt,-2,8,5,nt,0.8,-3
COc1ccc(/C=C/C(=O)NCCNC(=O)c2ccccc2)cc1OC,0.8,-1.2,1.4,24,-2,15,-2,-24,3.3,21
Cc1nc2ccc(C(=O)N3CCN(c4ccccn4)CC3)cc2s1,3.1,-1.1,3.3,4,nt,nt,nt,-4,2.5,-10
COc1cc(/C=N/NC(=O)Cc2nnc(NC(=O)c3ccccc3)s2)ccc1O,-1.2,-1.5,-6.5,56,0,1,0,-56,0.6,6
Cn1nnnc1SCC(=O)N1c2ccccc2Sc2ccc(Cl)cc21,2.4,-0.7,-1.2,22,nt,-6,-4,-22,-0.5,-3
Cc1cc2nsnc2c(S(=O)(=O)N2CCN(C)CC2)c1C,1.0,-1.9,3.1,-18,1,6,0,18,1.2,-4
O=C(CSCC(=O)NCc1ccco1)NCc1ccco1,0.0,-2.6,2.5,-14,-1,-2,-2,14,-0.6,-6
COc1ccc(NC(=O)Cc2nnc(SCC(=O)NC3=NCCS3)n2C)cc1,0.6,-3.0,0.8,nt,-3,-6,0,nt,-2.5,-9
Cc1cnc(=O)[nH]c1SCc1cccc(C(F)(F)F)c1,2.5,-2.6,1.6,-17,-1,-6,-1,17,-1.9,1
O=C(O)CCC(=O)N1N=C(c2c(-c3ccccc3)c3cc(Cl)ccc3[nH]c2=O)CC1c1ccco1 (centres undefined),-0.7,-4.8,3.0,-47,1,2,-7,47,1.4,8
O=C(NCC1CCCO1)c1ccc(Cl)c(S(=O)(=O)N2CCOCC2)c1 (centres undefined),1.4,-1.0,0.9,nt,-3,-1,2,nt,-0.8,9
# Other records follow.
SMILES,AddAB inh,CAL PDZ FP-1,phage Ecoli inh,SR-BI DiI inh,Wnt act,MITF act,CAL PDZ FP-2,SR-BI DiI-HDL act,Ecoli viability,Tat export inh
CCCn1c(SCc2nc3ccccc3s2)n[nH]c1=O,0.4,0.0,-3.1,-10,13,16,0,10,-1.5,0
Cc1cc(C)cc(C(=O)NC(CC(N)=O)c2ccc(N3CCC(Br)CC3)c([N+](=O)[O-])c2)c1 (centres undefined),-2.2,-0.6,0.2,-2,-1,2,-3,2,-1.3,-4
CC(Sc1nnc2c(n1)C1CCC2(C)C1(C)C)C(=O)Nc1ccccc1 (centres undefined),3.7,-0.6,-0.4,13,-6,14,-2,-13,3.2,0
COc1ccccc1CNC(=O)C1CCN(S(=O)(=O)c2ccc3c(c2)CC(C)N3C(=O)C2CC2)CC1 (centres undefined),2.3,-0.9,1.6,20,-5,-9,nt,-20,-0.7,2
CCCCN(C)CCCNC(=O)/C=C1\Sc2ccccc2NC1=O,1.2,-2.6,2.5,nt,2,-1,-7,nt,1.1,1
COc1cc(C2NC(=S)NC(c3ccccc3)=C2C(C)=O)cc(Br)c1OCC(N)=O (centres undefined),2.0,-1.9,4.7,24,1,8,-4,-24,-0.9,0
COc1ccc(NC(=O)CSc2nnc(N)s2)cc1,-0.3,-1.8,0.6,nt,nt,10,-2,nt,3.2,-4
COc1ccc(NC(=O)CN2C(=O)COc3ccc(S(=O)(=O)N4CCCCC4)cc32)cc1OC,3.7,-0.6,-2.4,5,-3,-7,2,-5,-0.3,-4
Cc1cc(C)c2nc(C)cc(Nc3ccc(C(=O)N4CCOCC4)cc3)c2c1,-0.5,-2.0,2.1,nt,4,1,11,nt,-1.3,-2

# Complete entries, looked up by structure:
# Entry for COc1ccccc1CNC(=O)C1CCN(S(=O)(=O)c2ccc3c(c2)CC(C)N3C(=O)C2CC2)CC1 (centres undefined) → AddAB inh: 2.3; CAL PDZ FP-1: -0.9; phage Ecoli inh: 1.6; SR-BI DiI inh: 20; Wnt act: -5; MITF act: -9; CAL PDZ FP-2: nt; SR-BI DiI-HDL act: -20; Ecoli viability: -0.7; Tat export inh: 2
# Entry for CCCn1c(SCc2nc3ccccc3s2)n[nH]c1=O → AddAB inh: 0.4; CAL PDZ FP-1: 0.0; phage Ecoli inh: -3.1; SR-BI DiI inh: -10; Wnt act: 13; MITF act: 16; CAL PDZ FP-2: 0; SR-BI DiI-HDL act: 10; Ecoli viability: -1.5; Tat export inh: 0

# High-throughput results as filed in PubChem BioAssay.
